High-throughput results from PubChem.
SENP7 inh: SENP7 protease inhibition | 1.5% of 330,000 active | inhibition, % at 5 µM | recombinant SENP7, Z-RLRGG-aminoluciferin luminescence, 40 min;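 active = inhibition above about 50% at the single test dose, limit read from the data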;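 also: plate controls were DMSO with enzyme for no effect and no enzyme buffer wells for full effect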
Target sequence (Q9BQF6 706-1050 limits assumed): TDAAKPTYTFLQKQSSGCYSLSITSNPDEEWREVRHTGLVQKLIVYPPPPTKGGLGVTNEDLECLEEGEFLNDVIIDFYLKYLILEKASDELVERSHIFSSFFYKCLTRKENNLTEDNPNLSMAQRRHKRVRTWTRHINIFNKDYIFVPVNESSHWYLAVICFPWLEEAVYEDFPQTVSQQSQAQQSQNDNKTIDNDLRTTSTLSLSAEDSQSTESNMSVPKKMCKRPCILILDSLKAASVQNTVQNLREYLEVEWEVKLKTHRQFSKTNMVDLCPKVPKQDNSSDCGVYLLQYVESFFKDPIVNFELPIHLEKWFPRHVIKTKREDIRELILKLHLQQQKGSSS
SENP8 block-1: blocks human SENP8 cleavage of Nedd8 substrate; AID 602440; inhibition, % at 20 µM; 0.64% of 360,000 active; recombinant SENP8, Nedd8 substrate fluorescence; Q96LD8; in the data active = inhibition mostly above about 40%, no sharp cut-off; inactive = mostly below about 27%
Target sequence (Q96LD8 whole entry, looked up): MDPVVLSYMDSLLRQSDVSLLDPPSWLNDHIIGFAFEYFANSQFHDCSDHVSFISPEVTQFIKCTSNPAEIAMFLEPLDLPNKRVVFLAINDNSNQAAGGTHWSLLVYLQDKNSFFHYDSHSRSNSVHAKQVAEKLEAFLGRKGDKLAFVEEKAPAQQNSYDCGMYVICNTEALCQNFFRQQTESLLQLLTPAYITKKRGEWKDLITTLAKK
PfG6PD inh: PfG6PD (Plasmodium falciparum) enzyme inhibition; AID 504690; 0.78% of 350,000 active; PfGluPho enzyme, NADPH resazurin-diaphorase fluorescence; inhibition, % at 20 µM;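 active = inhibition reaching at least a set limit at 20 µM in the primary screen, cut at about 59% in these data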;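 also: 0% = DMSO wells with substrate and 100% = DMSO wells lacking glucose-6-phosphate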
UBC13 polyUb: blocks human UBC13 polyubiquitin chain formation. 0.47% of 330,000 active. inhibition, % at 20 µM. TR-FRET. P61088. AID 485273; in the data active = inhibition above about 45%, passing the limit was not always enough
Target sequence (P61088 whole entry, looked up): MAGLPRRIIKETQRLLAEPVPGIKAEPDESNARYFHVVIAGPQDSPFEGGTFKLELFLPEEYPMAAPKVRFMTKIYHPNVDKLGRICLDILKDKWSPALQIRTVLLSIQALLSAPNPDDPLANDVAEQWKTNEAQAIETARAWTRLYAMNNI
SENP8 block-2: SENP8 protease inhibition; purified SENP8, Z-RLRGG-aminoluciferin cleavage, luminescence; inhibition, % at 10 µM; 1.2% of 330,000 active; Q96LD8; AID 2540; in the data active = inhibition above about 50%
SENP6 inh: blocks the human protease SENP6. inhibition, % at 10 µM. 1.8% of 330,000 active. Recombinant SENP6 catalytic domain, aminoluciferin luminescence;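 active = inhibition above about 50% at the single tested dose, limit read from the data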;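 also: plate controls were DMSO wells with enzyme for no effect and DMSO wells lacking enzyme for full effect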
SENP1 FRET inh: blocks the human SENP1 SUMO protease catalytic domain; Q9P0U3; recombinant SENP1 catalytic domain, CyPet-SUMO1-YPet FRET cleavage; inhibition, % at 10 µM; 0.21% of 360,000 active;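 active = inhibition at least 30% at 10 µM, raw YFP signal under a set limit, fluorescence ratio 0.5 to 1.5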;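 also: 0% = enzyme with DMSO and 100% = no enzyme wells; some results filed as inactive read as strong as hits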
Target sequence (Q9P0U3 419-644 limits assumed): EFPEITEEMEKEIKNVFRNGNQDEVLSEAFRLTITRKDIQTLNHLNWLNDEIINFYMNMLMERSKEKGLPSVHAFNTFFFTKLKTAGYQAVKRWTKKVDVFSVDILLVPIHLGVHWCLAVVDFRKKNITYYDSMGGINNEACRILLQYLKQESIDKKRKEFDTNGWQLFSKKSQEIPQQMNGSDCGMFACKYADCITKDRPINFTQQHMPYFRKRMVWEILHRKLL
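System: Recombinant human SENP1 catalytic domain, His6-tagged | Incubation: Enzyme reaction for 50 min at room temperature, dark | Medium: Tris pH 8 with BME, BSA, NP40 and catalase | Also added: 25 nM SUMO1 FRET substrate | Compound: 10 µM single point, 0.5% DMSO | Measured by: FRET fluorescence in CFP and YFP emission channels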
MIN6 prolif: inducers of beta-cell replication in MIN6 cells; AID 2380; 0.29% of 330,000 active; proliferation, % at 10 µM; MIN6 cells proliferation, ATPlite luminescence, 48 h; cells starved in 0.2% serum; 100% = growth in 10% serum;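 active = compounds whose signal lies at least 3.5 SD above the mean of all wells on their plate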;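 also: 0% = DMSO-treated cells in low-serum medium and 100% = 10% serum control; some compounds called inactive have numbers as strong as hits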
HKDC1 inh: inhibitors of human hexokinase HKDC1 | Q2TB90 | recombinant HKDC1, G6PDH/diaphorase resazurin coupled fluorescence | 0.16% of 340,000 active | inhibition, % at 20 µM;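 active = inhibition above about 35% when tested at 20 µM, limit read from the data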;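 also: plate controls were DMSO wells with enzyme for no effect and DMSO wells lacking enzyme for full effect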
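Test system: recombinant HKDC1 (HK5) hexokinase enzyme, produced in-house / Doses: 20 µM test compound, 1% DMSO / Timing: 90 min, room temperature / Detection: G6PDH/diaphorase-coupled fluorescence, 1 mM NADP, 100 µM resazurin, 525/613 nm / Control set: DMSO wells with and without enzyme mix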
* hit, by the source's call; / = not tested or not shown.

Structure	MIN6 prolif	HKDC1 inh	SENP6 inh	SENP8 block-2	SENP8 block-1	SENP7 inh	UBC13 polyUb	SENP1 FRET inh	PfG6PD inh
COCCCN(C(=S)Nc1cc(Cl)cc(Cl)c1)C(C)c1ccccn1 (stereo not drawn)	-4	19	-7	5	14	-5	-1	0	12
Cc1ccc(-c2cc(NC(=O)CCl)n(-c3ccccc3)n2)cc1	-3	19	-12	3	18	-2	4	0	15
COCCSc1nnc(NC(=O)C(C)(C)C)s1	-1	3	-1	-8	13	4	-12	-2	-20
O=C(Cc1c(F)cccc1Cl)NNC(=O)Nc1ccc2c(c1)OCO2	3	1	-9	-1	10	-11	2	1	12
CCn1ncc(S(=O)(=O)N2CCN(c3cccc(OC)c3)CC2)c1C	-1	-4	-10	5	9	-5	-9	1	1
CCOC(=O)Cn1cnc2scc(-c3ccccc3)c2c1=O	-2	4	14	-4	9	-12	-4	-1	-16
CCN1CCN(c2nc(Nc3cccc(C)c3)nc(N)c2[N+](=O)[O-])CC1	0	-13	-20	-19	38	-3	-19	3	11
C/C(=C(\C#N)C(=O)NCCCN1CCOCC1)N(C)C	0	-4	-20	-6	-5	1	5	-4	-17
COc1ccc(NC(=O)c2cn3c(nc4ccccc43)c(C#N)c2C)cc1	-1	-4	-1	5	-295	-4	11	-37	-2
Cc1ccc(-c2nnn(CC(=O)N(CC(=O)NC3CCCC3)c3cnc4ccccc4c3)n2)o1	-1	15	-29	-8	16	-3	-6	-7	-11
N#CCCN(C(=O)COC(=O)CCC(=O)c1ccc(F)cc1)c1ccccc1	2	9	10	10	4	4	-3	1	1
COc1ccc(CCN=CC2=C(O)CC(C)(C)CC2=O)cc1	1	-2	-13	-8	19	5	-6	1	1
CCOc1ccc(N=C2SC(C(=O)Nc3ccccc3C#N)C(N)=C2C(=O)Nc2ccc(Cl)cc2)cc1 (stereo not drawn)	-4	-4	0	2	-24	7	3	-5	-24
Cc1ccc(-n2ncc(C#N)c2/N=C/N2CCCCCC2)cc1	3	-2	-12	-15	-62	-11	1	1	2
Cc1noc(C)c1COc1ccc(C(=O)OC(C)C(=O)Nc2ccc(N3CCOCC3)cc2)cc1 (stereo not drawn)	-3	-4	-4	-8	29	-4	-1	2	-2
COc1cc(O)c(C(CCN2CCCC(C)C2)c2ccc(N(C)C)cc2)c(OC)c1 (stereo not drawn)	-4	-1	-5	8	12	-1	11	1	12
COc1ccc(CSc2nc3nc(C)cc(C)n3n2)cc1F	0	-3	-25	-9	11	-6	-4	3	12
CC12CCC(C(S(=O)(=O)Nc3ccccc3)C1=O)C2(C)C (stereo not drawn)	/	-1	/	/	4	/	/	0	-9
Nc1nonc1-n1nnc(C(=O)N/N=C/c2ccccc2)c1CN1CCc2ccccc21	2	3	-22	0	9	2	-12	-9	11
O=C(OC1CCOC1=O)c1cccc(S(=O)(=O)N2CCc3ccccc3C2)c1 (stereo not drawn)	-2	1	17	1	5	-8	-11	-2	-5
N#Cc1ccccc1NC(=O)c1ccccc1OCC(=O)NCc1ccco1	-2	-1	-4	1	11	-8	5	1	-12
CCOc1ccc(CCNC(=O)c2cccc(NC3=NC4CS(=O)(=O)CC4S3)c2)cc1 (stereo not drawn)	1	0	-4	-1	4	7	8	-1	-8
COc1ccc(CN(C)C(=O)Cn2ccc(NC(=O)OCc3ccccc3)nc2=O)cc1OC	3	-2	-3	-4	7	-8	-20	3	-9
COc1cc(-c2nc(-c3cccc(C(F)(F)F)c3)no2)cc(OC)c1OC	-5	3	-7	4	-21	3	2	-2	30
Cn1cnnc1SCC(=O)NCCc1ccccc1	0	-8	4	-2	5	-7	-5	1	5
Cc1cc(C(=O)N/N=C\c2cc(C(C)(C)C)ccc2O)n[nH]1	-7	-15	7	9	-3	-3	2	-1	-20
CC(C)CC(=O)Nc1ccc(C(=O)Cn2nc(C(=O)O)c3ccccc3c2=O)cc1	-1	-4	3	6	19	7	-13	-1	-6
COc1cc(S(=O)(=O)NCc2ccc3c(c2)OCO3)ccc1Cl	-1	-4	2	-1	12	-5	-8	4	-2
CC(C)(C)n1ncc2c(=O)n(CC(=O)Nc3ccc4c(c3)OCO4)cnc21	0	-3	24	3	15	4	3	0	-20
CC(=O)Oc1c(S(=O)(=O)c2ccccc2)c(C)nn1C(C)(C)C	-4	-2	-7	4	3	-1	-12	-1	-3

Remaining list, next part:
Structure	MIN6 prolif	HKDC1 inh	SENP6 inh	SENP8 block-2	SENP8 block-1	SENP7 inh	UBC13 polyUb	SENP1 FRET inh	PfG6PD inh
CCNC(=O)c1c(C)nc2ccccn12	-1	-6	-18	-2	12	5	2	0	-25
CCc1ccc(C(=O)OCC(=O)N(CC)c2c(N)n(Cc3ccccc3)c(=O)[nH]c2=O)cc1	-3	-1	-6	10	-2	2	0	-9	7
Cc1cccc(C)c1NC(=O)NC1(C(=O)N2CCN3CCCC3C2)CCCCC1 (stereo not drawn)	0	-6	6	1	12	-1	5	1	-5
COC1C=CC(CNC(=O)c2cc3c(=O)n4cccc(C)c4nc3n2C)(OC)O1 (stereo not drawn)	-4	0	-9	4	-382	-2	-1	-90	79*
COc1ccc(-c2cc(C)no2)cc1S(=O)(=O)N1CCOc2ccc(Cl)cc21	0	-7	0	-3	6	0	-1	2	-2
Cn1c(N)c(C(=O)COC(=O)CSc2ccccc2)c(=O)n(C)c1=O	-2	10	-14	-11	20	-11	-8	3	-3
C/C=C(/C)C(=O)O[C@@H]1Cc2c(ccc3ccc(=O)oc23)OC1(C)C	-2	1	2	-3	-230	11	7	0	-5
Cc1ccc2oc(NC(=O)N3CCOCC3)cc(=O)c2c1	1	-2	-2	5	-239	-3	4	-2	-8
CCCSc1nc(N)nc(-c2cccs2)c1C#N	-1	-1	2	0	-161	-2	27	-1	-12
CCOC(=O)C1CCN(Cc2cnc(Oc3ccc(Cl)cc3C)s2)CC1	0	16	-6	6	16	3	8	0	7
CCN(CC)CCCNc1cc2n(c(=O)n1)CCc1cc(OC)c(OC)cc1-2	-2	5	-2	-10	-427	-2	-1	-50	9
O=C(Nc1c(C(=O)O)[nH]c2ccccc12)c1cccc(C(F)(F)F)c1	-3	-4	0	1	19	-3	-2	1	26
Cc1cc(C)nc(N/N=C/c2ccc(Cl)cc2)n1	0	1	1	-5	2	2	-2	4	24
O=C(CN1C(=O)C2CC=CCC2C1=O)Nc1nnc(SCc2ccc(F)cc2)s1 (stereo not drawn)	-2	-5	18	4	19	6	-10	2	-26
COc1ccc(NS(=O)(=O)c2ccc(C)c(C(=O)N(C)CC(=O)Nc3cccc(OC)c3)c2)cc1	-1	1	-1	-12	13	0	-2	2	0
COc1ccc(/C=C2/C(=O)N(Cc3ccccc3)N=C2C)cc1	0	15	11	-2	18	2	-4	3	-6
COc1ccc(Cl)c2sc(N(CCN(C)C)C(=O)c3ccc4c(c3)OCCO4)nc12	-2	-5	-6	2	7	2	18	0	-3
CN(CC(=O)NCCc1ccc(S(N)(=O)=O)cc1)CC(=O)Nc1ccc(F)c(F)c1F	-3	-5	7	4	0	-8	3	0	-2
CSc1nc(C(=O)N2CCCC(C(=O)c3ccc(Cl)cc3)C2)cs1 (stereo not drawn)	5	-3	-3	-5	4	4	5	-1	4
CCOC(=O)c1c(NC(=O)c2ccc(Br)o2)sc2c1CCCC2	-3	-6	1	2	-292	10	14	-4	12
c1ccc2c(c1)ccc1nnc(SCc3ccc4c(c3)OCO4)n12	6	6	-12	-1	-17	7	9	2	15
O=[N+]([O-])c1ccc(Oc2ncccn2)cc1	-1	-9	-18	-7	4	-3	-7	0	8
CCCN1C(=O)/C(=C/c2ccc(OCC(=O)OCC)cc2)NC1=S	/	3	/	/	11	/	/	-59	-4
CNC(=O)C(NC(=O)c1ccccc1)=C(C)C	0	1	0	-3	16	4	2	1	-8
CC(=O)c1cnc2nc(SCc3ccc(C)cc3)nn2c1C	0	-7	5	7	10	-4	3	-1	-8
N#Cc1cc(C(=O)c2cc(Br)ccc2O)cn(Cc2ccccc2)c1=O	-5	2	10	3	2	-5	-9	6	-11
COCCN(CCOC)c1nc(N)c2c(N)nc3c(c2c1C#N)CC(=O)N3Cc1ccc(Cl)cc1	-2	2	81*	17	-386	59*	6	-54	5
CCn1c2c(c(=N)c3c1CCC3)CCC2	0	-19	-17	0	14	11	2	0	16
Cc1ccc(CN2CCC(CNC(=O)C3CCCN(c4ncnc5c4nc4n5CCCCC4)C3)CC2)cc1 (stereo not drawn)	-2	4	5	6	15	1	34	-2	-12
O=C(NC(Nc1ncccn1)C(=O)c1ccccc1)c1ccccc1 (stereo not drawn)	-2	-8	-27	0	16	-10	7	2	-11

Later entries:
Structure	MIN6 prolif	HKDC1 inh	SENP6 inh	SENP8 block-2	SENP8 block-1	SENP7 inh	UBC13 polyUb	SENP1 FRET inh	PfG6PD inh
COc1ccc(/C=C(/NC(=O)c2ccc([N+](=O)[O-])cc2)C(=O)NC(C)(C)C)cc1	-2	-5	2	2	13	10	-1	1	8
Cc1ccc(C)c(OCCCC(C)(C)C(=O)O)c1	-4	-6	4	-6	2	-3	-16	2	-25
CCOC(=O)/C=c1\s/c(=C\c2ccc(C(=O)OC)cc2)c(=O)n1CC(=O)Nc1ccccc1	-7	-3	6	6	-118	-1	19	-19	-6
Cc1ccc(-c2csc(NC(=O)CSc3nc4ccccc4c(=O)n3CCCN(C)C)n2)cc1	-7	5	-36	-10	-14	-4	89*	-3	16
COc1ccc(N2CCN(S(=O)(=O)CCNC(=O)c3cccs3)CC2)cc1	0	1	-13	-5	1	-8	-7	-1	0
Cc1[nH]n(CCC#N)c(=O)c1CC(=O)N1CCN(c2ccccc2)CC1	-1	-8	-10	-9	24	-11	-6	-2	-20
O=S(=O)(Nc1ccccc1F)c1ccc(Cl)nc1	-3	-5	-8	-12	5	-11	-8	1	1
Cc1ccc(NCc2nnc(SCC(=O)Nc3nnc(C)s3)n2C)cc1	-1	-6	-12	-13	6	-5	-5	0	0
C/C(CC(=O)NCc1ccc(Cl)cc1)=N\NC(=O)COc1ccc(C)cc1Br	-3	-2	10	-2	17	10	8	3	-17
CCOC(=O)c1c(-c2ccc3ccccc3c2)csc1NC(=O)CCCC(=O)O	-3	1	-14	-11	-12	-6	-6	3	-8
Cc1cccc(NC(=O)C(C)Oc2ccc(C)nc2[N+](=O)[O-])c1 (stereo not drawn)	-1	-3	-13	6	7	9	-3	2	10
CCC(=O)Nc1ccc(C(=O)CSc2nnc(-c3cccnc3)o2)cc1	0	0	-1	5	0	8	0	-6	7
COC(OC)C12c3ccccc3C(c3ccccc31)C1C(=O)N(c3cccnc3)C(=O)C12 (stereo not drawn)	0	5	6	2	10	2	-3	1	1

Results in SENP8 block-2, UBC13 polyUb and SENP6 inh, for some of the entries so far:
Compound,SENP8 block-2,UBC13 polyUb,SENP6 inh
Cc1ccc(-c2csc(NC(=O)CSc3nc4ccccc4c(=O)n3CCCN(C)C)n2)cc1,-10,89*,-36
Cc1ccc(C)c(OCCCC(C)(C)C(=O)O)c1,-6,-16,4
C/C(CC(=O)NCc1ccc(Cl)cc1)=N\NC(=O)COc1ccc(C)cc1Br,-2,8,10
COc1ccc(/C=C(/NC(=O)c2ccc([N+](=O)[O-])cc2)C(=O)NC(C)(C)C)cc1,2,-1,2
